Assay outcomes as filed in PubChem BioAssay.
Pf growth 48h = inhibits P. falciparum growth in the first generation, 48 h; 310,000 tested, 5.9% active; AID 504832; Potency, µM (titrated, usually from 28.7 µM), for inactives: at the top dose activity change, negative = inhibition, actives largely listed as inhibitors; P. falciparum luciferase growth in erythrocytes, 48 h; note: potency is the fitted concentration of half-maximal effect; % is set by controls: 0 for no effect and ±100 for the full control effect
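First compound was added to culture medium, then infected red cells at 0.1% parasitemia and 2% hematocrit (final). After incubation at 37 C under 5% CO2, luciferase detection reagent was dispensed and light output recorded.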
Cycloheximide cs = affects cycloheximide protein synthesis inhibition readout, counter-screen; 300,000 tested, 12% active; max response, %; cell reporter, cycloheximide protein synthesis inhibition counterscreen; AID 2314; in the data active = max response mostly above about 13%, no sharp cut-off; inactive = mostly below about 14%; note: read at 38.3 µM for the half of the compounds with a filed dose; 0% is about no effect
Sm TGR block = blocks Schistosoma mansoni thioredoxin glutathione reductase | Q962Y6 | purified TGR, DTNB reduction, TNB absorbance 405 nm | Potency, µM (doses to about 114 µM), inactives show at the top dose activity change, negative = inhibition, hits mostly inhibitors | 360,000 tested, 3% active | AID 485364; note: potency is the fitted concentration of half-maximal effect; % is set by controls: 0 for no effect and ±100 for the full control effect; nearly all actives have a fitted effect of over 60% in size
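TGR 20 nM + NADPH 100 uM (dispensed conc.), cpd preinc 15 min RT; start with NADPH (500 uM addition) then DTNB (15 mM addition). Kinetic TNB absorbance, 405 nm filter. Four-parameter Hill fit across titration.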
Pf growth 96h = P. falciparum growth inhibition at 96 hours | Potency, µM (doses to about 28.7 µM), without a hit: at the top dose activity change, negative = inhibition, usual class: inhibitors | P. falciparum luciferase reporter growth, 96 h | AID 504834 | 320,000 tested, 6.9% active; note: potency is the fitted concentration of half-maximal effect; % is set by controls: 0 for no effect and ±100 for the full control effect
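Compounds incubated with erythrocytes infected by luciferase-expressing P. falciparum (2% hematocrit, 0.05% parasitemia final) for 96 hours, 37 C in 5% CO2. Growth inhibition scored as decreased luciferase luminescence.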
Giardia FBPA inh = inhibitors of Giardia lamblia fructose-1,6-bisphosphate aldolase | A8B2U2 | purified Giardia FBPA | Potency, µM (top dose mostly 59.6 µM), inactives show at the top dose activity, negative = inhibition, most hits filed as inhibitors | 290,000 tested, 0.71% active | AID 2451; note: potency is the fitted concentration of half-maximal effect; % is set by controls: 0 for no effect and ±100 for the full control effect; nearly all actives have a fitted effect of over 55% in size
Target sequence (A8B2U2 whole entry, looked up): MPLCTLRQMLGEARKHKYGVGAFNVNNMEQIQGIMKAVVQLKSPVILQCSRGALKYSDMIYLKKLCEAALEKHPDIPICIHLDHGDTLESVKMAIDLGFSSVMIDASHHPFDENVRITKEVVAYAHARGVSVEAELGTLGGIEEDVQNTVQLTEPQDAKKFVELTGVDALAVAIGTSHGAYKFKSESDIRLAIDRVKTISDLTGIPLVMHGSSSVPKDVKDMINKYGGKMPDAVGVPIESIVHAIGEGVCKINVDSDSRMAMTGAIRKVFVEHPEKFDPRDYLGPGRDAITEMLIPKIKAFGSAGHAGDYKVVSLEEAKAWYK
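Giardia FBPA (40 nM reagent) was preincubated 10 min at RT with compound (up to 57.5 uM final), then substrate plus GAPDH/TPI/NAD/arsenate coupling system with diaphorase/resazurin was added; resorufin fluorescence (525/598 nm) was read after 20 min.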
Shiga toxin inh = Shiga toxin inhibition | Vero cells, Shiga toxin protein synthesis inhibition reporter | inhibition, % at 38.7 µM | 290,000 tested, 9.2% active | AID 2315; in the data active = inhibition mostly above about 28%, no sharp cut-off; inactive = mostly below about 43%; note: 0% is about no effect
* = called active by the depositor; ? = inconclusive; nt = no result given; & = joins results of further samples; [ ] = dose if it differs, or a comment. Unless noted, calls come from the whole dose curve; as a rule, active = well fitted curve in the direction sought with a large enough effect; inconclusive = small, poorly fitted or top-dose-only effect, or another doubt; inactive = no such curve, though single readings can be large; an effect the other way counts as inactive or inconclusive.

Each structure is followed by: Pf growth 48h	Cycloheximide cs	Sm TGR block	Pf growth 96h	Giardia FBPA inh	Shiga toxin inh
> CCN1CC(CN(C)Cc2nc(Cc3ccccc3)no2)CC1=O (stereo not drawn)
  30.6%[activator]	-2.9	14.2%	?	0.4%	5.4
> CC(=O)NCCc1nc2ccccc2[nH]1
  13.8%	0.1	6.1%	1.7%	-9.7%	-3.3
> CC1(C)Cc2cccc(OCC(=O)Nc3ccccc3N3CCOCC3)c2O1
  ?	-2.8	6.7%	126.2%[activator]	-3.2%	29.2
> C#CCOc1ccc2c(C)cc(=O)oc2c1
  40.1%&10.6%[activator]	-1.3	-1.7%	4.8%&-2.8%	-6.2%	7.3
> CC/C(Cc1ccccc1)=N/NC(=O)CNC(=O)c1ccc(Cl)cc1Cl
  -12.3%	-2.1	-22.6%	36.8%[activator]	2.4%	-6.3
> COc1cc2c(cc1OC)CN(C(=O)CCCOc1ccc(Cl)cc1Cl)CC2
  nt	-3.4	0.9%	?	-4.9%	-8.1
> CCc1ccc(C(=O)CSc2nnc(C)c(=O)[nH]2)cc1
  17.3%	1.6	8.0%	nt	21.7%	-11.7
> COc1ccc(-c2cc(=O)oc3cc(OCC(=O)NCCCn4ccnc4)ccc23)cc1
  ?	-1.4	-10.8%	?	12.2%	-0.8
> Cc1nn(Cc2ccccc2)c(C)c1/C=N/NC(=O)c1cccnc1
  28.5%	6.3	6.1%	-18.9%	1.1%	11.8
> CCC(OC(=O)c1ccco1)C(=O)NCc1ccco1 (stereo not drawn)
  -7.9%	-0.8	0.0%	-1.6%	8.2%	6.8
> COc1ccc(NC(=O)Cn2nnc(C(=O)NCCc3ccccc3)c2N)cc1
  -6.2%	-2.2	-12.1%&-11.5%	?	-2.5%	-4.4
> COc1ccccc1N1CCN(C2CCCN(C(=O)CCc3cnccn3)C2)CC1 (stereo not drawn)
  -9.4%	-1.7	-24.3%	-15.9%	nt	-2.6
> CC(C)NC(=O)NC(=O)CSc1nncs1
  -26.4%	1.9	2.6%	28.8%	1.8%	-5.2
> CCCn1c(OC)nc2c1c(=O)n(C)c(=O)n2C
  11.6%	-3.5	-10.2%	?	3.1%	-7.9
> CCCCN(C)CCC(=O)Nc1ccc2c(c1)CCC2
  ?	-2.2	2.4%	-14.7%	2.1%	-15.9
> C=CCN1C(=O)/C(=C/c2cc(C)n(-c3ccccn3)c2C)C(=O)NC1=S
  -2.8%	-3.1	?	29.2%	-15.0%	-10.1
> Cc1ccc2nc(SCC(=O)N3CCCCCC3)nc(=O)n2c1
  -2.4%	nt	4.4%	-16.3%	nt	nt
> Cc1noc(C(=O)NCc2ccccc2)c1Cl
  nt	-0.5	4.6%	-1.2%	0.2%	-18.6
> COc1ccccc1C(=O)Nc1ccc(C)c(S(=O)(=O)N2CCCCC2)c1
  ?	nt	6.2%	?	nt	nt
> O=C(NC(=S)Nc1ccc(Br)cn1)c1cncc(Br)c1
  1.1%	11.5	6.8%	13.1µM*	-5.1%	25.2
> COC(=O)c1ccccc1C(=O)N1CCOCCN(C(=O)c2ccccc2C(=O)OC)CCOCC1
  9.3%	-4.2	-10.4%	23.4%	-1.0%	-7.7
> CC(=O)N1c2ccc(S(=O)(=O)N(C)CC(=O)NCc3ccccc3)cc2CC1C (stereo not drawn)
  -8.2%	1.1	-12.0%	?	nt	-3.5
> CCOC(=O)Cc1cc(=O)c2cc(C)ccc2[nH]1
  ?	-4.0	15.7%	?	0.2%	-7.6
> COc1ccc(C2N=C(c3ccccc3)NO2)cc1OC (stereo not drawn)
  189.5%[activator]	21.9*	-22.3%	247.6%[activator]	-8.9%	86.7*
> CCN(CC)C(=O)CSc1nc2cccnc2n1-c1ccccc1OC
  11.9%	-4.2	0.6%	?	1.0%	-9.1
> CCOC(=O)/C(C#N)=C\c1cccnc1
  -5.3%	-1.9	nt	4.3%	-10.7%	0.9
> Cc1cccc(S(=O)(=O)N2CCC(CO)(Cc3ccccc3)CC2)c1
  ?	-3.0	5.5%	23.5%	-0.1%	2.0
> CCOC(=O)CSc1cc(CSc2ccccc2)nc(-c2ccccc2)n1
  -6.3%	-2.0	-18.5%	2.2%	-3.9%	8.4
> CN1C=CC=C/C1=C1\SC(=S)N(C2CCCCC2)C1=O
  14.9%	17.2	-5.0%	nt	3.9%	16.6
> COc1cccc(OC)c1C(=O)Nc1ccc(C(=O)NCc2ccccc2)cc1
  -12.3%	-3.7	-17.6%	?	-0.6%	-2.4
> COc1cccc(CNC(=O)CSCC(=O)Nc2cc(C)on2)c1
  ?	nt	-1.1%	16.4%	nt	nt
> Cc1cc(SCc2cccc(C(F)(F)F)c2)nc(=O)[nH]1
  14.5%	11.4	-3.3%	1.1%	8.7%	1.5
> O=C(COc1ccc(F)cc1)NCCCn1ccnc1
  0.3%	-1.4	-5.7%	-2.5%	-12.1%	2.0
> CC(C)CC(=O)N1CCN(S(=O)(=O)c2ccccc2)CC1
  nt	-5.8	-19.0%	13.4%	-0.9%	11.6
> Cc1ccc(-n2ncc3c(=O)n(CC(N)=O)cnc32)cc1C
  27.8%	7.2	11.7%	?	-3.4%	17.0
> CC(NS(=O)(=O)c1ccc(CCC(=O)NCc2ccco2)cc1)c1ccccc1 (stereo not drawn)
  -14.9%	-0.5	2.2%	?	4.6%	-5.3
> O=C(N/C(=C/c1cccnc1)C(=O)N1CCOCC1)c1ccccc1Cl
  -7.6%	-1.4	2.9%	-11.7%	2.9%	18.3
> CC(C)(C)C(=O)Nc1ccc(N2CCN(S(C)(=O)=O)CC2)cc1
  33.5%[activator]	20.3	-1.7%	?	4.6%	13.7
> Cc1cc(NC(=O)C(C)SCC(=O)OCC(=O)N(C)c2ccccc2)no1 (stereo not drawn)
  -3.0%	nt	1.3%	?	nt	nt
> CC(C)NS(=O)(=O)c1ccc(CCC(=O)Nc2cc(Cl)ccc2Oc2ccccc2)cc1
  nt	-2.6	-16.5%	?	-8.4%	-7.2
> c1ccc2c(c1)CCN(c1nc3ccccc3n3cnnc13)C2
  nt	-2.0	-21.5%	?	?	-6.0
> CCOC(=O)c1cc(S(=O)(=O)N2CCOCC2)cn1C
  -2.5%	-1.6	-10.3%	8.4%	nt	-6.6
> CCN1CCN(c2ccc(S(=O)(=O)N3CCOCC3)cc2NC(=O)c2ccc(Cl)cc2Cl)CC1
  13.1µM*	nt	-0.2%	?	nt	nt
> Cc1cccc(C(=O)OCC(=O)Nc2c(C)nn(-c3ccccc3)c2C)c1O
  -23.4%	nt	-3.1%	11.6%	nt	nt
> O=C(CCCCCNC(=O)N1CCn2c1nc1ccccc12)NCc1ccc(Cl)cc1
  ?	-1.5	-1.4%	?	12.5%	2.7
> Cc1cc2nn(-c3ccc(F)cc3)nc2cc1N
  -35.3%	57.8*	?	?	?	nt
> COc1ccc(OCCNC2CCCC2)cc1
  0.2%	-1.6	-1.1%	?	-13.1%	-10.2
> O=C(c1cc(-c2ccc(Cl)cc2)on1)N1CCCC1
  195.2%[activator]	37.3*	2.3%	6.3%	8.8%	89.8*
> CN(C)c1ccc(C2Nc3ccccc3C(=O)N2CCCN2CCOCC2)cc1 (stereo not drawn)
  ?	30.6*	3.4%	?	0.0%	43.0*
> OCCC1CN(Cc2cccn2-c2cccnc2)CCN1C1CCCC1 (stereo not drawn)
  26.7%	7.9	?	-27.9%	6.9%	33.6
> O=C(O)c1cc2c(=O)c3ccccc3oc2nc1C(F)(F)F
  37.5%[activator]	-3.8	6.2%	39.1%[activator]	-7.5%	-6.0
> CCc1cc2c(=O)[nH]c(N3CCOCC3)nc2s1
  97.8%[activator]	22.3*	-10.9%	40.2%[activator]	8.7%	33.9*
> COc1ccccc1CN(C)CC(=O)Nc1ccc(Cl)cc1C(F)(F)F
  1.9%	14.8*	8.9%	?	?	13.0
> COC(=O)c1sc(N)c(C(=O)OC)c1CSc1nc2sc3c(c2c(=O)n1C)CCC3
  ?	2.4	-9.1%	1.65µM*	0.7%	15.9
> O=C(Oc1ccc2c(c1)OCO2)c1ccc(Br)c(S(=O)(=O)N2CCOCC2)c1
  ?	1.5	3.3%	-12.0%	-1.0%	-10.5
> COCCCn1c2nc3ccccc3nc2c2c(=O)n(-c3ccccc3OC)cnc21
  6.8%	-1.0	3.2%	8.3%	0.3%	-14.1
> CC(NC(=O)C(=O)N1CCCCC1)C(c1cccs1)N1CCN(c2ccc(F)cc2)CC1 (stereo not drawn)
  ?	-2.9	-6.4%	?	nt	-3.3
> CCN(c1cccc(C)c1)S(=O)(=O)c1ccc2c(c1)N(C(C)=O)CCS2
  -16.6%	-2.4	-0.9%	9.0%	nt	-11.1
> CCCCCCC(=O)c1c(O)n(-c2ccc(OC)cc2)c(=O)[nH]c1=O (tested in a mixture with another compound)
  -16.1%	-2.2	1.1%	?	1.7%	-5.2
> O=c1[nH]cnc2scc(-c3ccc(F)cc3)c12
  -2.9%	-0.9	-4.7%	1.4%	0.2%	-5.3

(further entries)
Each structure is followed by: Pf growth 48h	Cycloheximide cs	Sm TGR block	Pf growth 96h	Giardia FBPA inh	Shiga toxin inh
> CC(=O)[C@@H]1[C@@H]2C(=O)N(C3CCCCC3)C(=O)[C@@H]2C2c3ccccc3C=CN21 (stereo partly drawn)
  ?	9.4	25.1µM*	?	nt	19.2
> CCC1Oc2ccccc2N(CC(=O)NCCCN2CCN(CC)CC2)C1=O (stereo not drawn)
  27.0%	-1.4	6.3%	?	nt	-4.3
> O=C(/C=C/Nc1cccc([N+](=O)[O-])c1)c1cccs1
  nt	32.3*	-33.8%	151.8%[activator]	-10.4%	88.6*
> CN1c2ccccc2C(C)(C)[C@]12C=Cc1cc(O)ccc1O2
  ?	38.0*	-30.2%	nt	-22.6%	57.9
> COc1ccc(CC(=O)Nc2cccc3c2CCCC3)cc1
  35.0%[activator]	-1.4	0.9%	4.3%	7.4%	14.4
> CCOC(=O)C1CCCN(Cc2cn(C)nc2-c2ccc3c(c2)OCCO3)C1 (stereo not drawn)
  -4.7%	7.6	1.3%	?	0.6%	-6.9
> COc1ccccc1N(Cc1cc(=O)[nH]c2ccccc12)C(C)=O
  3.1%	-1.4	1.9%	5.3%	23.6%	-8.2
> CCCN(CC(=O)Nc1ccccc1C)C(=O)c1cccc(-n2cnnn2)c1
  0.4%	-1.2	7.8%	0.8%	0.1%	-5.2
> CCCOP(=O)(c1ccccc1)c1ccccc1
  -18.6%	-4.2	-1.2%	14.5%	-1.6%	-7.9
> COC(=O)C1=C(NC(=O)CCCCl)CCS1
  9.4%	-2.6	-24.6%	-25.1%	-11.2%	-6.5
> CN(Cc1cccs1)S(=O)(=O)c1cccs1
  14.9%	8.0	8.1%	nt	11.6%	3.0
> CCCOc1ccc(C(=O)NC(=S)NCc2cccnc2)cc1
  6.7%	-1.2	?	-19.0%	0.3%	13.9
> Cc1ccc(-c2nc(CS(=O)(=O)CC(=O)NCCCN3CCN(C)CC3)c(C)o2)cc1
  nt	4.7	-0.8%	-14.3%	2.9%	-5.0
> COc1ccc(NC(=O)c2cnc3n(c2=O)CCS3)cc1OC
  12.9%	-3.0	4.9%	11.4%	-9.1%	10.3
> Cc1sc2nc3ccc(N4CCCCC4)nn3c(=O)c2c1C
  ?	30.3*	-23.9%	?	-13.9%	67.7*

Complete entries as entered above:
CC(C)CC(=O)N1CCN(S(=O)(=O)c2ccccc2)CC1 across the screens: Pf growth 48h = nt; Cycloheximide cs = -5.8; Sm TGR block = -19.0%; Pf growth 96h = 13.4%; Giardia FBPA inh = -0.9%; Shiga toxin inh = 11.6
CC(=O)NCCc1nc2ccccc2[nH]1 across the screens: Pf growth 48h = 13.8%; Cycloheximide cs = 0.1; Sm TGR block = 6.1%; Pf growth 96h = 1.7%; Giardia FBPA inh = -9.7%; Shiga toxin inh = -3.3
